Sm TGR block: qHTS Assay for the Inhibitors of Schistosoma Mansoni Peroxiredoxins; Schistosoma mansoni thioredoxin glutathione reductase (TGR), Q962Y6; AID 485364, 2010; purified TGR, DTNB reduction, TNB absorbance 405 nm; Potency, µM (titrated, usually from 114 µM), inactives show at the highest dose activity change, negative = inhibition, hits mostly inhibitors; hit rate 3% among 360,000; note: potency is the fitted concentration of half-maximal effect; nearly all actives have a fitted effect of over 60% in size
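Kinetic colorimetric format: TGR-catalysed, NADPH-driven DTNB reduction monitored via TNB absorbance. Enzyme dispensed at 20 nM; compound exposure 15 min at room temperature before reaction start.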
Giardia FBPA inh: qHTS Assay for Inhibitors of Fructose-1,6-bisphosphate Aldolase from Giardia Lamblia; hit rate 0.71% among 290,000; purified Giardia FBPA; AID 2451, 2010; A8B2U2; Potency, µM (top dose mostly 59.6 µM), for the others: at the top dose activity, negative = inhibition, most hits filed as inhibitors; note: potency is the fitted concentration of half-maximal effect; nearly all actives have a fitted effect of over 55% in size
Target sequence (A8B2U2 whole entry, looked up): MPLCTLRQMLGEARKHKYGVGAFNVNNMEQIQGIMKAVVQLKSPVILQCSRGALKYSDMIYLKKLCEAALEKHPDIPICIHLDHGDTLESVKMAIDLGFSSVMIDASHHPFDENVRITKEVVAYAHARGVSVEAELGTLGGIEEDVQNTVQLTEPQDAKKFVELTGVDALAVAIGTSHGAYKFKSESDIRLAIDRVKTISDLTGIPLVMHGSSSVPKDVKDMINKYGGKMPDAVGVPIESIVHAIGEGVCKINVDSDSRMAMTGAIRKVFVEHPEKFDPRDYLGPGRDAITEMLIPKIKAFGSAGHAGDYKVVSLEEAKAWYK
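40 nM FBPA preincubated 10 min at RT with compound (up to 57.5 uM final), then substrate plus GAPDH/TPI/NAD/arsenate coupling and diaphorase/resazurin added. Fluorescence read after 20 min at RT, 525/598 nm.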
HCMV antiviral: qHTS Assay for inhibitors of the human cytomegalovirus (HCMV). HFF cells, HCMV-luciferase reporter, 72 h; active compounds read low. activity change, negative = inhibition, % at 57.5 µM. hit rate 4.5% among 410,000. AID 1259415, 2018; in the data active = activity change below about -60%; inconclusive = no clear call, values can overlap the other calls; inactive = above about -39%
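HFF cells seeded 16 h at 37C, treated with compounds, infected with luciferase-reporter HCMV at MOI 1 PFU/cell; luciferase read at 72 h post infection, normalized to buffer-only and Salinomycin controls.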
AmpC inh no detg: qHTS Inhibitors of AmpC Beta-Lactamase (assay without detergent) | P00811 | AmpC nitrocefin hydrolysis, absorbance 480 nm, 0.0001% Triton | Potency, µM (doses to about 57.1 µM), for the others: at the highest dose activity change, negative = inhibition, actives largely listed as inhibitors | hit rate 0.52% among 330,000;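 note: potency is the fitted concentration of half-maximal effect; plate controls were no compound for no effect and no enzyme for full effect; nearly all actives have a fitted effect of over 20% in size; some results filed as inactive show a strong effect at the top dose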
Target sequence (P00811 whole entry, looked up): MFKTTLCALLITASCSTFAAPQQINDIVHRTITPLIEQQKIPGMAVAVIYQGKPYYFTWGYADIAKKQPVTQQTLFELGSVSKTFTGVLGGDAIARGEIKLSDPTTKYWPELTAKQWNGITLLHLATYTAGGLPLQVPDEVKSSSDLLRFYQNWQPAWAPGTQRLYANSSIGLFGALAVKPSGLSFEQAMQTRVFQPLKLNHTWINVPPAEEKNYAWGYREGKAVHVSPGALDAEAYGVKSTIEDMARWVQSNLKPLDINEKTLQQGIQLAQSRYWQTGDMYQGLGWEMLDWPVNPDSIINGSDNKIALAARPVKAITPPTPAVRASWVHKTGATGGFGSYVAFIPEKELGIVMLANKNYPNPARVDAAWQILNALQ
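20 mM phosphate pH 7.0 + 0.01% (detergent screen) or 0.0001% Triton X-100; 5.3 nM AmpC reagent; cpd preinc 15 min RT; nitrocefin (800 uM stock) to start; A480 q20 s × 4 min; Activity was normalised to no-enzyme and no-compound control wells.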
AmpC inh detg: qHTS Inhibitors of AmpC Beta-Lactamase (assay with detergent); AID 485294, 2010; AmpC hydrolysis of nitrocefin, absorbance 480 nm, 0.01% Triton; Potency, µM (titrated, usually from 114 µM), for the others: top-dose activity change, negative = inhibition, actives largely listed as inhibitors; hit rate 0.041% among 370,000;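 note: potency is the fitted concentration of half-maximal effect; 0% = no-compound wells and -100% = no-enzyme wells; nearly all actives have a fitted effect of over 25% in size; some results filed as inactive show a strong effect at the top dose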
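AmpC (5.3 nM in the dispensed reagent) in 20 mM phosphate pH 7.0 with 0.01% (detergent screen) or 0.0001% Triton X-100 was preincubated with compounds for 15 min at room temperature. Nitrocefin was then added from an 800 uM solution, and hydrolysis was followed at 480 nm.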
HCV inh: qHTS Assay for Inhibitors of Hepatitis C Virus (HCV). AID 651820, 2012. Huh7.5.1 HCVcc-Cre infection, luciferase reporter, 44 h. hit rate 3.4% among 340,000. Potency, µM (top dose mostly 41.8 µM), without a hit: at the highest dose activity change, negative = inhibition, most hits filed as inhibitors; note: potency is the fitted concentration of half-maximal effect
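Cells seeded at 1,000/well and cultured 4 h, then compounds added followed by HCVcc-Cre virus (~0.5 moi). After 44 h further culture, luciferase substrate was added, plates held 15 min at room temperature, and luminescence read for 15 sec.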
An asterisk follows results filed as active; ? = inconclusive; · = no result given; & = joins results of further samples; [ ] = dose if it differs, or a comment. Unless noted, calls come from the whole dose curve; as a rule, active = well fitted curve in the direction sought with a large enough effect; inconclusive = small, poorly fitted or top-dose-only effect, or another doubt; inactive = no such curve, though single readings can be large; an effect the other way counts as inactive or inconclusive. Unless noted, % is set by controls: 0 for no effect and ±100 for the full control effect. The order is random (roughly 9.9% active in at least one column).

SMILES	Sm TGR block	Giardia FBPA inh	HCMV antiviral	AmpC inh no detg	AmpC inh detg	HCV inh
COc1ccc(C)cc1Cn1c(S(C)(=O)=O)nc2ccccc21	40µM*	-10%	-19	?	3%	9%
CC(OCc1ccccc1)C(NC(=O)OC(C)(C)C)C(=O)NCC1CCCO1 (centres undefined)	-8%	1%	17	15%	6%	8%
Cc1ccc(S(=O)(=O)NCC2COc3ccccc3O2)cc1 (centres undefined)	8%	-4%	-26	-4%	1%	0%
Cc1cc2nc(-c3cc(NC(=O)c4cc5ccccc5o4)ccc3Cl)oc2cc1C	-1%	·	19	·	14%	·
CCOC(=O)c1c(NC(=O)c2ccc(S(=O)(=O)N3CCC(C)CC3)cc2)sc2c1CCN(C(C)C)C2	11%	·	-18	·	3%	·
CCOc1ccc(CCNC(=O)c2nn(-c3ccc(OC)cc3)c(=O)c3c2c2ccccc2n3C)cc1OCC	9%	·	16	·	0%	·
CCOC(=O)Cc1nn(C)c(=O)c2ccccc12	5%	3%	44	-16%	?	22%
CC(=O)N(Cc1cc2c(C)cc(C)cc2[nH]c1=O)C1CCCCC1	2%	-10%	8	2%	-5%	-21%
O=C1C/C(=C/NCc2ccccc2)C(=O)N1	-5%	-11%	8	-23%	-12%	9%
CCOC(=O)C1CCCCN1C(=O)CCn1nnnc1CN1CCOCC1 (centres undefined)	2%	0%	-22	-9%	-5%	7%
Cc1ccc(C)c(N2CCN(C(=O)c3ccc4c(c3)c(C)c(C)n4C)CC2)c1	-14%&8%	-1%	10&0	1%	?	?
CCC1=NN(S(=O)(=O)c2ccc(C)cc2)C(O)(C(F)(F)F)C1 (centres undefined)	6%	4%	5	-17%	?	13%
CC(C)(C)C(=O)Nc1ccccc1N1CCN(c2ccc(F)cc2)CC1	-5%	6%	-16	-15%	-10%	-2%
CCOC(=O)C1(Cc2ccc(Cl)cc2)CCN(Cc2ccon2)CC1	0%	-10%	-66*	99%[activator]	2%	1%
Cc1ccc(NC(=O)COc2ccc(N(C)S(=O)(=O)c3ccc(F)cc3)cc2)cc1	-10%	·	-37	-28%	-11%	?
Cc1ccc(-c2nc(CN3C(=O)CN=C(c4ccccc4)c4ccccc43)c(C)o2)cc1	-1%	·	-5	·	19%	·
CCc1cc2c3c([nH]c2cc1S(=O)(=O)N1CCC2(CC1)OCCO2)CCCC3=O	-2%	8%	45	2%	-24%	?
NC(=O)COC(=O)/C=C/c1cccc(Br)c1	2%	0%	-12	10%	2%	3%
O=C(OCc1nnc(-c2ccccc2)o1)c1cc([N+](=O)[O-])ccc1Cl	1%	4%	-13	-17%	0%	19%
O=c1[nH]c(=S)n(C2CC2)c(O)c1C=NCc1ccc(F)cc1	10%	17%	8	1%	4%	18%
CCc1ccc(N(CC(=O)NC2CCCCC2)C(=O)CCC(=O)Nc2ccccn2)cc1	-3%	1%	-15	-15%	-8%	-24%
O=C(N/N=C/c1cc([N+](=O)[O-])cc([N+](=O)[O-])c1O)/C(=C\c1cccs1)NC(=O)c1ccccc1	-14%	?	-6	-21%	?	2%
O=C(c1ccc(NC(=S)NCc2ccco2)cc1)N1CCOCC1	·	1%	-12	-7%	-2%	?
CCCN1CCN(CCCNC(=O)C(CC)n2nc(C)c3sc4ccccc4c3c2=O)CC1 (centres undefined)	2%	·	?	59%	-2%	?
Cc1ccc(C)c(CNC(=O)c2ccc3c(c2)nc2n3CCCCC2)c1	-2%	·	-23	·	2%	·
COCCCn1c(SCC(=O)Nc2nnc(C)s2)nnc1-c1ccoc1C	0%	7%	0	-1%	-10%	-21%
Cc1n[nH]c(C)c1Cc1c(F)cccc1Cl	4%	-8%	-39	-16%	2%	-1%
O=C(NCc1ccccc1Cl)C1CCCN(S(=O)(=O)c2cccc3nonc23)C1 (centres undefined)	0%	-6%	?	-19%	-2%	-9%
COc1cccc(OCc2cc(C(=O)N3CCN(C4CCCCC4)C(=O)C3)no2)c1	-16%	8%	47	135%[activator]	-4%	-17%
CN(CC(=O)NCc1ccncc1)S(=O)(=O)c1ccccc1	0%	1%	?	-8%	-1%	4%
COC(C[C@@H]1O[C@H]1[C@@H](O)[C@@H](C)OCc1ccccc1)OC	13%	8%	-11	-32%	4%	-19%
Cc1nc(Cl)c(S(N)(=O)=O)c(C)c1Cl	0%	-2%	-40	-14%	3%	24%
COc1cc(O)cc2c1C(=O)OC(C)CCCC(=O)CCC/C=C\2 (centres undefined)	-3%	5%	-20	-22%	7%	0%
O=C(Oc1ccc(Br)cc1)C1CCN(C2=NS(=O)(=O)c3ccccc32)CC1	-20%	·	-3	-8%	0%	28%
CN(C)/C=N/NC(=O)c1ccccc1Cl	-12%	2%	11	-8%	2%	14%
O=C(Cc1ccccc1)c1c[nH]c(C(=O)NCc2ccncc2)c1	-5%	5%	72	-29%	?	23%
COc1cc(Cl)c(C)cc1NC(=O)CSc1nnc(CN2CCCC2)o1	·	·	-10	9%	·	9%
CCc1nc(SCc2ccc(Br)cc2)n[nH]1	-3%	-1%	25	-28%	0%	-12%
COC(=O)NNC(=O)COc1cc(C)ccc1C	3%	1%	?	-8%	-14%	16%
COc1ccc(/C=N/N2C(=O)C3C4C=CC(CC4)C3C2=O)c(OC)c1 (centres undefined)	3%	0%	-10	-3%	6%	4%

Single records, as listed above. Order of screens: Sm TGR block	Giardia FBPA inh	HCMV antiviral	AmpC inh no detg	AmpC inh detg	HCV inh
`COC(=O)NNC(=O)COc1cc(C)ccc1C` is listed with 3%	1%	?	-8%	-14%	16%
`Cc1nc(Cl)c(S(N)(=O)=O)c(C)c1Cl` is listed with 0%	-2%	-40	-14%	3%	24%
`CCc1nc(SCc2ccc(Br)cc2)n[nH]1` is listed with -3%	-1%	25	-28%	0%	-12%

The results go on.
SMILES	Sm TGR block	Giardia FBPA inh	HCMV antiviral	AmpC inh no detg	AmpC inh detg	HCV inh
COc1cc(C=C2C(=O)NC(=O)NC2=O)ccc1O	-21%	-14%	23	-11%	-3%	12%
CCOc1ccc(N(C)S(=O)(=O)c2cc(-c3cc(C)no3)ccc2OC)cc1	22%&2%	-10%	?	58%	2%&-2%	?
O=C(c1ccncc1)N1CCN(CCc2ccccc2)CC1	-26%	5%	-22	-7%	-10%	-8%
O=C(CSc1nc2ccccc2o1)NCCOc1ccccc1	3%	-6%	4	0%	-16%	·
O=C(Cc1ccc(-n2c(=S)[nH]c3ccccc3c2=O)cc1)N1CCC(N2CCCCC2)CC1	0%	5%	-16	-15%	-14%	16%
CCc1ccc(S(=O)(=O)N(C(=O)Oc2ccccc2)c2ccc3oc(C)c(C(=O)OC)c3c2)cc1	8%	·	-71*	·	10%	·
CC(C)CC1C(C#N)=C(N)SC(N)=C1C#N	-21%[11.4 µM]	-22%	-31	-22%	-13%	5%
COc1cc2c(cc1OC)CN(C1CCC(C)CC1)CC2 (centres undefined)	3%	-19%	-20	-9%	0%	7%
Cc1cc(C)cc(OCCSc2nc3ccc(NC(=O)c4ccc5c(c4)OCO5)cc3s2)c1	-5%	·	0	·	9%	·
O=C(CNS(=O)(=O)c1c(Cl)cccc1Cl)OCC(=O)c1ccc[nH]1	0%	-11%	?	-43%	-2%	1%
CN(CCC#N)S(=O)(=O)c1ccc2c(c1)c(=O)n(C)c(=O)n2C	0%	2%	-10	-8%	0%	3%
COc1ccc(S(=O)(=O)N2CCc3ccccc32)cc1[N+](=O)[O-]	0%	-7%	-17	-22%	0%	?
COc1cc([N+](=O)[O-])ccc1NC(=O)CCCOc1ccccc1	-14%	1%	5	-37%	0%	?
COc1cc(/C=C(\C#N)C(=O)NCC2CCCO2)ccc1OC(C)C (centres undefined)	6%	0%	9	17%	-11%	-9%
CNC(=O)COC(=O)c1nc(-n2nc(C)cc2C)ccc1Cl	-10%	-2%	17	-6%	0%	-10%
CCc1nc(SCc2ccccc2)n[nH]1	20%	1%	25	-4%	-14%	12%
CC(C)N(Cc1ccccc1)C(=O)CCc1ccccc1	0%	-2%	-13	13%	7%	-12%
COc1ccc(NC(=O)c2cc(S(=O)(=O)N3CCCC3)ccc2OC)cc1	-10%&4%	7%	?	0%	?	-12%
O=c1[nH]c2ccccc2cc1CN(c1ccccc1)S(=O)(=O)c1ccccc1	6%	-5%	-64*	-11%	-13%	3%
O=C(NCCCN1CCOCC1)NC12CC3CC(CC(C3)C1)C2	3%	2%	-24	-16%	-2%	22%
COC(=O)c1c(NC(=O)COC(=O)c2ccc(O)cc2)sc2c1CCCCC2	0%	-4%	14	-22%	-9%	3.2µM*
Cc1ccc(N=c2sc(C)c(C)n2C)cc1	-21%	-11%	94	-7%	-14%	-10%
COc1ccc(CCNC(=O)CCCCCN2C(=O)c3ccccc3C2=O)cc1OC	6%	4%	0	23%	-8%	2%
Cc1ccc(N2CC(NC(=O)/C=C\c3ccc4c(c3)OCO4)CC2=O)cc1 (centres undefined)	7%	·	142	·	2%	·
C=CCSc1nnc(NC(=O)CCNC(=O)c2ccco2)s1	-36%	-7%	-14	-9%	3%	11%
O=C(NCCS(=O)(=O)N1CCN(Cc2ccccc2)CC1)c1ccccc1	-11%	·	-12	?	?	10%[8.37 µM]
CCOc1ccc(NCCC(=O)c2ccc3c(c2)OCO3)cc1	1.4µM*	?	-4	-17%	-12%	-9%
CCOC(=O)c1ccccc1N1C(=O)C2Sc3[nH]c(=O)sc3C(/C=C/c3ccccc3)C2C1=O (centres undefined)	-23%	-21%	-33	-32%	2%	7%
CCC(C)N1C(=O)/C(=C\c2cnc(N(C)C)nc2)C(=O)NC1=S (centres undefined)	10µM*	-13%	-39	-1%[2.29 µM]	-1%	15%
CCOC(=O)c1c(S(=O)(=O)NCC(=O)N(C)c2ccc(C)cc2)c(C)n(C)c1C	-2%	·	-10	·	-7%	·
NC(=O)C1CCN(C2OC(=O)c3ccccc32)CC1 (centres undefined)	-33%	2%	4	-4%	?	1%
COc1ccc(C2C(C(=O)c3ccco3)=C(O)C(=O)N2CCN2CCOCC2)c(OC)c1 (centres undefined)	-35%	·	-30	-11%	2%	10%
COc1ccc(/C=C2\N=C(c3ccccc3Cl)NC2=O)cc1	13%	-5%	-73*	-40%	-6%	?
CCC(=O)NC(=S)Nc1cccc(Cl)c1N1CCCCC1	0%	-6%	?	-35%	-8%	?

Results in Sm TGR block, HCMV antiviral and AmpC inh detg (3 entries from above):
mol	Sm TGR block	HCMV antiviral	AmpC inh detg
CCc1nc(SCc2ccc(Br)cc2)n[nH]1	-3%	25	0%
COC(=O)NNC(=O)COc1cc(C)ccc1C	3%	?	-14%
COc1ccc(/C=N/N2C(=O)C3C4C=CC(CC4)C3C2=O)c(OC)c1 (centres undefined)	3%	-10	6%

Screening results deposited in PubChem by National Center for Advancing Translational Sciences (NCATS).
